BAZ2B block: qHTS Assay for Inhibitors of BAZ2B; 4.4% of 360,000 active; Bromodomain adjacent to zinc finger domain protein 2B (Homo sapiens), Q9UIF8; AlphaScreen BAZ2B-H3K14Ac peptide displacement; Potency, µM (top dose mostly 114 µM), without a hit: at the highest dose activity change, negative = inhibition, actives largely listed as inhibitors; AID 504333, 2011; also: % is scaled to controls: 0 for no effect and ±100 for the full control effect; nearly all actives have a fitted effect of over 60% in size
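In this displacement format the biotinylated H3(5-23) peptide acetylated at Lys14 serves as ligand at 50 nM, with BAZ2B at 50 nM in PBS pH 7.4 containing 0.01% Tween-20. Donor and acceptor beads are 10 ug/mL final.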
APEX1 inh: qHTS Assay for Inhibitors of the Human Apurinic/apyrimidinic Endonuclease 1 (APE1). DNA repair nuclease/redox regulator APEX1 (Homo sapiens), P27695. recombinant APE1, TAMRA/BHQ-2 abasic DNA cleavage fluorescence. Potency, µM (doses to about 65.8 µM), for the others: at the highest dose activity change, negative = inhibition, actives largely listed as inhibitors. 0.35% of 350,000 active. AID 2517, 2012;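 also: plate controls were vehicle for no effect and reference inhibitor for full effect; nearly all actives have a fitted effect of over 55% in size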
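Endonuclease cleavage of a quenched abasic-site DNA duplex (50 nM) by APE1 (0.75 nM) was tracked by TAMRA dequenching. Compounds were preincubated with enzyme 15 min at room temperature; data normalized to buffer-only and DMSO wells plus NSC13755 control.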
POLH inh: qHTS for Inhibitors of Polymerase Eta; recombinant Pol eta, fluorescent DNA replication assay; Potency, µM (doses to about 114 µM), inactives show at the highest dose activity change, negative = inhibition, hits mostly inhibitors; 1.2% of 390,000 active; AID 588591, 2011; also: % is scaled to controls: 0 for no effect and ±100 for the full control effect
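Pol eta at 10 nM preincubated with compounds 15 min at room temperature; reaction started with fluorescent substrate (50 nM final) and read kinetically at 0 and 10 min.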
POLK inh: qHTS for Inhibitors of Polymerase Kappa; 0.53% of 400,000 active; AID 588579, 2011; Potency, µM (titrated, usually from 107 µM), without a hit: at the highest dose activity, negative = inhibition, usual class: inhibitors; DNA polymerase kappa (Homo sapiens), Q9UBT6; purified Pol kappa, fluorescent DNA synthesis assay, 10 min; also: % is scaled to controls: 0 for no effect and ±100 for the full control effect
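Activity was followed as the change in fluorescence between reads at 0 and 10 min after starting the reaction with 50 nM substrate. Beforehand, 10 nM polymerase had been preincubated with compound for 15 min at room temperature.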
BLM inh: qHTS Assay for Inhibitors of Bloom's syndrome helicase (BLM). 0.2% of 350,000 active. Potency, µM (doses to about 56.1 µM), for the others: at the highest dose activity change, negative = inhibition, most hits filed as inhibitors. RecQ-like DNA helicase BLM (Homo sapiens), P54132. AID 2528, 2010. recombinant BLM DNA unwinding, fluorescence dequenching;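 also: plate controls were vehicle for no effect and no enzyme for full effect; nearly all actives have a fitted effect of over 35% in size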
Apoferritin bind: qHTS Assay for Identification of Novel General Anesthetics | Ferritin light chain (Equus caballus), P02791 | apoferritin/1-aminoanthracene competitive binding, fluorescence | Potency, µM (highest dose often 77.5 µM), for inactives: top-dose activity change, negative = displacement, most hits filed as inhibitors | 0.074% of 350,000 active | AID 485281, 2010; also: % is scaled to controls: 0 for no effect and ±100 for the full control effect; nearly all actives have a fitted effect of over 20% in size
Target sequence (P02791 2-175 limits assumed): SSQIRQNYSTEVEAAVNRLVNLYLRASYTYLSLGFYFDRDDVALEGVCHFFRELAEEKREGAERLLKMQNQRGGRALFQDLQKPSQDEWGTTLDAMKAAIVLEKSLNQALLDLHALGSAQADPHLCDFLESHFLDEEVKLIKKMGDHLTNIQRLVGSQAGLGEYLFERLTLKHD
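Steps: apoferritin (10 uM) was premixed with half-saturated 1-AMA in PBS, compounds were pin-transferred, plates stood 10 min at room temperature, fluorescence was read at 380/535 nm, and curves were fitted with a Hill equation.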
Pol iota inh: qHTS for Inhibitors of Polymerase Iota | DNA polymerase iota (Homo sapiens), Q9UNA4 | Pol iota fluorescent replication assay, 10 min | AID 588590, 2011 | Potency, µM (highest dose often 115 µM), inactives show at the top dose activity, negative = inhibition, actives largely listed as inhibitors | 1% of 390,000 active
Target sequence (Q9UNA4 whole entry, looked up): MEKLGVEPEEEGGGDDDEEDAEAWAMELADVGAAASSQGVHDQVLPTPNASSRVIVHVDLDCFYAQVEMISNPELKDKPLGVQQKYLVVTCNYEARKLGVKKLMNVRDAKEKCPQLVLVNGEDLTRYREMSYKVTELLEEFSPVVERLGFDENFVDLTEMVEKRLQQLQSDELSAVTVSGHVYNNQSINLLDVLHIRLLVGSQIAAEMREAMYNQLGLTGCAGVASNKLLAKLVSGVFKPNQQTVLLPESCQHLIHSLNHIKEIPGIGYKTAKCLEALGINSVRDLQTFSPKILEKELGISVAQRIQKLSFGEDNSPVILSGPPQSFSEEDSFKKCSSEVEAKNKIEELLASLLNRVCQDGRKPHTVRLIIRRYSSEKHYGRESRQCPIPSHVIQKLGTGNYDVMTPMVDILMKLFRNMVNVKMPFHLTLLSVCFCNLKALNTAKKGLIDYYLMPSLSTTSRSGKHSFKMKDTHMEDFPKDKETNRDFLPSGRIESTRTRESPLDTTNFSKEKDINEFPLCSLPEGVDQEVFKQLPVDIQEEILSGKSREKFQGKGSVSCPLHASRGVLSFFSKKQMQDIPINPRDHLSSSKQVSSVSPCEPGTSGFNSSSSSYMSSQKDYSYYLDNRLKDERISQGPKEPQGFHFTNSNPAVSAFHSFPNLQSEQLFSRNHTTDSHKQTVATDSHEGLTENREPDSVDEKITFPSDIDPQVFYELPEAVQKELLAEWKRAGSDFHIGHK
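Fluorescent replication assay read twice, at 0 min and 10 min after adding 50 nM (final) substrate. Enzyme (10 nM) and compounds were first incubated 15 min at room temperature; enzyme-free buffer wells were negative controls.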
G9a block: qHTS Assay for Inhibitors of Histone Lysine Methyltransferase G9a | Histone-lysine N-methyltransferase EHMT2 (Homo sapiens), Q96KQ7 | G9a H3K9 monomethylation, AlphaScreen, 2 h | Potency, µM (series often up to 102 µM), for inactives: top-dose activity, negative = inhibition, actives largely listed as inhibitors | 8.8% of 350,000 active; also: % is scaled to controls: 0 for no effect and ±100 for the full control effect; nearly all actives have a fitted effect of over 75% in size
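Chemiluminescent proximity detection of H3K9 monomethylation, read after 10 min bead incubation in the dark. Reaction: 20 nM G9a, 500 nM biotin-H3K9 peptide, 20 uM SAM cofactor, 2 h, room temperature, following 15 min enzyme-compound preincubation.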
Pol beta inh: qHTS Assay for Inhibitors of DNA Polymerase Beta; Potency, µM (doses to about 114 µM), inactives show at the highest dose activity change, negative = inhibition, hits mostly inhibitors; Pol beta primer extension/strand displacement, fluorescence kinetic; AID 485314, 2010; P06746; 1.3% of 340,000 active; also: % is scaled to controls: 0 for no effect and ±100 for the full control effect
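Homogeneous kinetic assay of primer extension and strand displacement by 10 nM Pol beta, preincubated 15 min at room temperature with compound before 50 nM substrate (final) was added. Read at 0 and 10 min; four-parameter Hill fit.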
The depositor's hits bear a star; ? = inconclusive; · = not tested or not shown; [ ] = another dose, or the depositor's remark. Calls follow the shape of the dose curve; as a rule, active = well fitted curve in the direction sought with a large enough effect; inconclusive = small, poorly fitted or top-dose-only effect, or another doubt; inactive = no such curve, though single readings can be large; an effect the other way counts as inactive or inconclusive. Potency is read from the fitted curve at half-maximal effect.

SMILES	BAZ2B block	APEX1 inh	POLH inh	POLK inh	BLM inh	Apoferritin bind	Pol iota inh	G9a block	Pol beta inh
CC(=O)N1CCN(CC(=O)Nc2cccc(S(=O)(=O)N3CCCCCC3)c2)CC1	-12%	6%	11%	-13%	-1%	-6%	26%	-11%	-2%
CN(C)c1ccc(CNC(=O)c2cc3cc(S(=O)(=O)N4CCCCC4)ccc3n2C)cc1	?	·	-14%	-1%[60.1 µM]	-6%	40%[activator]	6%	?	1%
COc1ccc2c(Sc3ccccc3)c(C(=O)NCc3ccc(OC(C)C)cc3)[nH]c2c1	9%	·	-17%	2%	-8%	4%	24%	-39%[59 µM]	1%
O=C(N/C(=C\c1ccco1)C(=O)N1CCOCC1)c1ccccc1Cl	9%	-9%[12.4 µM]	-16%	3%	-1%	5%	52%[activator]	8%[59 µM]	2%
Clc1ccccc1CN(Cc1ccccc1)C(c1cccs1)c1nnnn1C1CCCC1 (configuration not stated)	-24%	6%	7%	-14%	-3%	27%	6%	15%[59 µM]	1%
COc1ccc(CNC(=O)CCCN2C(=O)c3cccnc3Oc3ccc(Cl)cc32)cc1	1%	·	-23%	3%	1%	-19%	13%	2%[59 µM]	7%
COc1ccc(NC(=O)CSc2nc(C(C)C)nc3c2c(=O)n(C)c(=O)n3C)c(OC)c1	-5%	12%	-18%	0%	-3%	-4%	-10%	?	6%
COc1ccc(C(=O)NCC2CCCCC2)cc1S(=O)(=O)N1CCOCC1	·	7%	-9%	-7%	·	·	53%[activator]	·	·
CC(=O)C1=C(O)C(=O)N(c2ccc(O)cc2)C1c1ccccc1Cl (configuration not stated)	-14%	20%	-19%	-2%	-11%	-9%	71%[activator]	?	10%
Cc1ccc2c(=O)c(CN3CCCCCC3)c(C)[nH]c2c1C	-2%	3%	-2%	-9%	42%[activator]	-12%	-13%	9%	30%
COc1ccc(CCCc2nnc(SCC(=O)Nc3nccs3)n2C)cc1C	16%	13%	9%	-12%	1%	-6%	2%	5%[12.7 µM]	36%
CCN(CC)c1cc(Oc2ccccc2)ncn1	6%	-2%	0%	-15%	-2%	-4%	10%	-2%[59 µM]	-22%
CCc1ccccc1NC(=O)CN(C)C(=O)COC(=O)c1c(Cl)cccc1Cl	20%	3%	0%	-10%	·	·	-10%	-35%	·
CCOC(=O)c1ccc(NC(=O)Cn2cnc3cc(C)c(C)cc32)cc1	-19%	2%	-14%	6%	-7%	-5%	-21%	?	1%
O=c1[nH]c2ccc(NC(=S)Nc3ccccc3Cl)cc2[nH]1	-4%	?	-5%	-6%	-19%	-11%	12%	14µM*	17%
CCC(C)NC(=O)CSc1nc(-c2ccc(F)cc2)cc(C(F)(F)F)n1 (configuration not stated)	-25%	·	3%	1%	-2%	-7%	-14%	-18%[59 µM]	15%
COc1ccc(CCNC(=O)c2c(C)nn(CC(C)C)c2Cl)cc1OC	-20%	-13%	-20%	0%	-2%	0%	1%	·	18%
O=C(CCc1ccccc1)NC(=S)NCc1ccco1	-23%	-6%	-8%	-10%	-10%	?	-12%	6%[12.7 µM]	-1%
Cc1cc(C(=O)CCC(=O)Nc2ncccc2O)c(C)s1	?	-7%	-19%	-2%	·	·	-9%	8%[2.33 µM]	·
O=[N+]([O-])c1ccccc1S(=O)(=O)N1CCN(C2CCCC2)CC1	79µM*	0%	-8%	-19%	3%	-5%	3%	·	48%
Cc1ccc(C)c(N2CCN(c3nc4ccccc4c(=O)n3-c3ccccc3)CC2)c1	·	·	-15%	-13%	-11%	-4%	1%	-39%[59 µM]	5%
C=CCc1cccc2cc(C(=O)NNC(=O)c3ccncc3)c(=O)oc12	-13%	7%	?	-3%	-5%	-1%	?	3%	1%
COc1ccc(NC(=O)c2sc3ncn(CC(=O)N4CCN(c5ccccn5)CC4)c(=O)c3c2C)c(OC)c1	-3%	-28%	-9%	2%	-10%	-7%	-9%	1%[0.501 µM]	12%
CCCCCN(C(=O)CCC(=O)OCC(=O)N1CCCCC1)c1c(N)n(CCCC)c(=O)[nH]c1=O	-1%	24%	-2%	1%	-1%	-4%	?	58%[activator]	22%
CCCN1C(=O)/C(=C/c2cc(C)n(C)c2C)SC1=Nc1ccc(OCC)cc1	-27%	-2%	-12%	-14%	-5%	?	-8%	36%[12.7 µM]	8%

Limited to Pol beta inh, for some of the entries so far:
smiles | Pol beta inh
O=c1[nH]c2ccc(NC(=S)Nc3ccccc3Cl)cc2[nH]1 | 17%
COc1ccc(CNC(=O)CCCN2C(=O)c3cccnc3Oc3ccc(Cl)cc32)cc1 | 7%

New compounds follow
SMILES	BAZ2B block	APEX1 inh	POLH inh	POLK inh	BLM inh	Apoferritin bind	Pol iota inh	G9a block	Pol beta inh
C=CCn1c(SCC(=O)Nc2ccc3c(c2)CCC3)nnc1-c1cccs1	-5%	-4%	-15%	-17%	-24%	-13%	-3%	0%[12.7 µM]	-28%
Cc1cccc(-n2c(-c3ccco3)n[nH]c2=S)c1	-5%	-10%	-8%	-14%	0%	4%	14%	2µM*	?
CC(C)Cc1ccc(C(C)C(=O)Nc2ccc(O)cc2)cc1 (configuration not stated)	?	?	-23%	1%	-18%	?	-24%	?	-8%
CC(C)Nc1nc(NC(C)C)nc(N(C)N)n1	3.2µM*	-1%	-2%	-8%	0%	?	3%	52%[activator][59 µM]	3%
Cc1ccc2c(c1)N(C(=O)CCC(=O)N1CCc3ccccc3C1)CCO2	3%	-1%	-20%	-12%	-4%	-14%	-3%	-4%[59 µM]	39%[activator]
COc1cccc(C(C(=O)NC2CCCCC2)N(CC2CCCO2)C(=O)CNC(=O)c2ccco2)c1 (configuration not stated)	-4%	0%	7%	-5%	3%	-12%	13%	-2%[59 µM]	31%
COc1ccc(/C=N/NC(=O)C(N)=O)c(OC)c1OC	?	6%	-4%	-8%	-2%	-5%	142%[activator]	13%	1%
Cc1c(C(N)=O)sc2ncn(CCOc3ccccc3)c(=O)c12	0%	-3%	-6%	-13%	-1%	-7%	95%[activator]	-8%	25%
Nc1ccc(Oc2ccccc2F)nc1	?	0%	-19%	4%	1%	-8%	40%[activator]	-30%	24%
C[C@H](NC(=O)C1CCN(C(=O)[C@H](Cc2ccccc2)NC(=O)OC(C)(C)C)CC1)C(=O)O	-17%	44%	-21%	8%	0%	1%	36%[activator]	2%	18%
Cc1cc(=O)oc2cc(OC(C)C(=O)NCCCn3ccnc3)ccc12 (configuration not stated)	-4%	7%	-7%	1%	0%	-4%	-7%	22%[59 µM]	0%
CN(Cc1ccccc1)C(=O)COC(=O)c1ccc(Br)o1	·	37%	1%	-6%	·	·	67%[activator]	·	·
Cc1cc2cc(CNC(=S)Nc3ccc(OC(F)(F)F)cc3)ccc2[nH]1	-6%	-7%	-15%	-7%	-9%	-7%	-12%	-2%	10%
CCOC(=O)N1CCC(N2Cc3cccc(C(=O)Nc4cc(F)ccc4F)c3C2=O)CC1	10%	-12%	1%	7%	-2%	-1%	2%	-19%	26%
COc1ccc(CN(C)C(=O)c2cc(S(=O)(=O)N3CCOCC3)ccc2N2CCCC2)cc1	14%	-11%	-7%	-15%	·	·	20%	-1%[59 µM]	·
Cn1ncc([N+](=O)[O-])c1C(=O)Nc1ccccc1C(=O)O	-6%	3%	1%	-4%	1%	-3%	15%	11%[0.501 µM]	0%
Cc1cc(C(C)(C)C)n2nc(C)c(-c3ccccc3)c2n1	-2%	-8%	7%	1%	0%	6%	-26%	26%	9%

A second format for some results above:
COc1cccc(C(C(=O)NC2CCCCC2)N(CC2CCCO2)C(=O)CNC(=O)c2ccco2)c1 (configuration not stated)
  BAZ2B block: -4%
  APEX1 inh: 0%
  POLH inh: 7%
  POLK inh: -5%
  BLM inh: 3%
  Apoferritin bind: -12%
  Pol iota inh: 13%
  G9a block: -2%[59 µM]
  Pol beta inh: 31%

COc1ccc(/C=N/NC(=O)C(N)=O)c(OC)c1OC
  BAZ2B block: ?
  APEX1 inh: 6%
  POLH inh: -4%
  POLK inh: -8%
  BLM inh: -2%
  Apoferritin bind: -5%
  Pol iota inh: 142%[activator]
  G9a block: 13%
  Pol beta inh: 1%

At a glance, 4 of the compounds above.
SMILES	BAZ2B block	APEX1 inh	POLH inh	POLK inh	BLM inh	Apoferritin bind	Pol iota inh	G9a block	Pol beta inh
C=CCn1c(SCC(=O)Nc2ccc3c(c2)CCC3)nnc1-c1cccs1	-5%	-4%	-15%	-17%	-24%	-13%	-3%	0%[12.7 µM]	-28%
Cc1cccc(-n2c(-c3ccco3)n[nH]c2=S)c1	-5%	-10%	-8%	-14%	0%	4%	14%	2µM*	?
CC(C)Cc1ccc(C(C)C(=O)Nc2ccc(O)cc2)cc1 (configuration not stated)	?	?	-23%	1%	-18%	?	-24%	?	-8%
CC(C)Nc1nc(NC(C)C)nc(N(C)N)n1	3.2µM*	-1%	-2%	-8%	0%	?	3%	52%[activator][59 µM]	3%

Entries above containing a nitro group on carbon (2):
SMILES	BAZ2B block	APEX1 inh	POLH inh	POLK inh	BLM inh	Apoferritin bind	Pol iota inh	G9a block	Pol beta inh
O=[N+]([O-])c1ccccc1S(=O)(=O)N1CCN(C2CCCC2)CC1	79µM*	0%	-8%	-19%	3%	-5%	3%	·	48%
Cn1ncc([N+](=O)[O-])c1C(=O)Nc1ccccc1C(=O)O	-6%	3%	1%	-4%	1%	-3%	15%	11%[0.501 µM]	0%

Assay outcomes from PubChem.

A portion of the library. The share of hits here may be higher or lower than overall.
